Tau fibril ThT: qHTS for Inhibitors of Tau Fibril Formation, Thioflavin T Binding | Microtubule-associated protein tau (Homo sapiens), P10636 | recombinant tau K18 P301L, heparin-induced fibrillization, ThT fluorescence | Potency, µM (series often up to 57.4 µM), for the others: top-dose activity, negative = inhibition, actives largely listed as inhibitors | 2.1% of 270,000 active; further: nearly all actives have a fitted effect of over 55% in size
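Fibril formation assay: tau K18 P301L at 15 uM with trace Alexa 594 label, heparin inducer 20 uM, pH 7 sodium acetate buffer, 37 C for 6 hr; endpoint ThT signal.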
Tau FP inhib: qHTS for Inhibitors of Tau Fibril Formation, Fluorescence Polarization; Potency, µM (series often up to 57.7 µM), for inactives: at the top dose activity, negative = inhibition, actives largely listed as inhibitors; K18 P301L tau heparin fibrillization, Alexa594 FP, 6 h; AID 1468, 2008; Microtubule-associated protein tau (Homo sapiens), P10636; 0.39% of 280,000 active; further: nearly all actives have a fitted effect of over 55% in size
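Read-out: fluorescence polarization of Alexa 594-labeled tau (0.24 uM), 555 nm excitation, 632 nm emission. Mixtures held 15 uM unlabeled K18 P301L, compound and 20 uM heparin, pH 7 acetate buffer, incubated 6 hr at 37 C.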
L3MBTL1 block: qHTS Assay for the Inhibitors of L3MBTL1. Potency, µM (titrated, usually from 57.1 µM), without a hit: at the top dose activity, negative = inhibition, actives largely listed as inhibitors. Lethal(3)malignant brain tumor-like protein 1 (Homo sapiens), Q9Y468. AID 485360, 2010. 0.66% of 230,000 active. AlphaScreen L3MBTL1–H3K9me1 peptide binding; further: nearly all actives have a fitted effect of over 60% in size
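AlphaScreen proximity signal between nickel-chelate acceptor and streptavidin donor beads (final 10 ug/mL) reports binding of 50 nM L3MBTL1 to 75 nM biotin-H3 K9me1 peptide; complex incubated with compounds 30 min at room temperature; cefsulodin titration as control.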
Tau fluor counter: Counterscreen qHTS for Inhibitors of Tau Fibril Formation, Fluorescence Polarization | tau K18 P301L (four-repeat tau fragment) Alexa594 fluorescence, heparin fibrillization | Potency, µM (series often up to 57.7 µM), for inactives: at the top dose activity change, negative = decrease | 0.93% of 280,000 active | AID 1463, 2008; further: nearly all actives have a fitted effect of over 55% in size
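Human K18 P301L tau (15 uM unlabeled plus 0.24 uM Alexa 594-labeled, final) in 100 mM sodium acetate pH 7 was mixed with compound and 20 uM heparin and incubated 6 hr at 37 C.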
TexasRed fluor: Total Fluorescence Counterscreen for Inhibitors of the Interaction of Thyroid Hormone Receptor and Steroid Receptor Coregulator 2 | AID 1479, 2009 | Potency, µM (titrated, usually from 106 µM), without a hit: at the top dose fluorescence change, negative = quenching | TRb/SRC2 Texas Red total fluorescence interference | 0.29% of 280,000 active; active means well fitted curve in either direction with a large enough effect; inconclusive means small, poorly fitted or top-dose-only effect
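Human TRb ligand-binding domain at 0.6 uM with 20 nM Texas Red SRC2 peptide in Tris buffer containing 1 uM T3 and 5% DMSO, incubated with compound 5 h at ambient temperature. Total fluorescence (555/632 nm) calculated as parallel + 2 × perpendicular.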
ALDH1A1 inh: qHTS Assay for Inhibitors of Aldehyde Dehydrogenase 1 (ALDH1A1); Aldehyde dehydrogenase 1A1 (Homo sapiens), P00352; Purified ALDH1A1, NADH fluorescence, propionaldehyde substrate; Potency, µM (titrated, usually from 75.3 µM), without a hit: at the top dose activity, negative = inhibition, most hits filed as inhibitors; 7.3% of 220,000 active; AID 1030, 2008; active means well fitted inhibition curve with a large enough effect, not every such curve was filed as active; inconclusive means small, poorly fitted or top-dose-only effect, or another doubt; inactive means no such curve, though single readings can be large or run the other way;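 further: plate controls were no enzyme wells and a reference inhibitor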
Target sequence (P00352 whole entry, looked up): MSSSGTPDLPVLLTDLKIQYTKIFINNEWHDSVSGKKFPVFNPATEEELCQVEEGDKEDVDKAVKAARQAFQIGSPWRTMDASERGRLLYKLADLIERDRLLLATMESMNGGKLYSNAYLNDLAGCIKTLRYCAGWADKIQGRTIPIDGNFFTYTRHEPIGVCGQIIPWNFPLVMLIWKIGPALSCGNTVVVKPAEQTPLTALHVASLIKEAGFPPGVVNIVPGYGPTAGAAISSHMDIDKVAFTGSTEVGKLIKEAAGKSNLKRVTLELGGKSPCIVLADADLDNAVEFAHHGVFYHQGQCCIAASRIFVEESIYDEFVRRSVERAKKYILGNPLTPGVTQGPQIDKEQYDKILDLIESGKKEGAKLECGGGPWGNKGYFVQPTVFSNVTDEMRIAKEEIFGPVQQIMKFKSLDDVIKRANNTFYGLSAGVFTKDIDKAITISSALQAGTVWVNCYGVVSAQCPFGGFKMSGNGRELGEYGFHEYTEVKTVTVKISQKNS
TRb SRC2 PPI: qHTS for Inhibitors of the Interaction of Thyroid Hormone Receptor and Steroid Receptor Coregulator 2; 0.065% of 280,000 active; TRbeta-SRC2 peptide binding, fluorescence polarization; receptor liganded with 1 µM T3; Potency, µM (titrated, usually from 106 µM), without a hit: at the top dose activity change, negative = inhibition, most hits filed as inhibitors; AID 1469, 2008;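 further: plate controls were bound peptide for no effect and peptide without receptor for full effect; nearly all actives have a fitted effect of over 50% in size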
Target sequence (P10828 whole entry, looked up): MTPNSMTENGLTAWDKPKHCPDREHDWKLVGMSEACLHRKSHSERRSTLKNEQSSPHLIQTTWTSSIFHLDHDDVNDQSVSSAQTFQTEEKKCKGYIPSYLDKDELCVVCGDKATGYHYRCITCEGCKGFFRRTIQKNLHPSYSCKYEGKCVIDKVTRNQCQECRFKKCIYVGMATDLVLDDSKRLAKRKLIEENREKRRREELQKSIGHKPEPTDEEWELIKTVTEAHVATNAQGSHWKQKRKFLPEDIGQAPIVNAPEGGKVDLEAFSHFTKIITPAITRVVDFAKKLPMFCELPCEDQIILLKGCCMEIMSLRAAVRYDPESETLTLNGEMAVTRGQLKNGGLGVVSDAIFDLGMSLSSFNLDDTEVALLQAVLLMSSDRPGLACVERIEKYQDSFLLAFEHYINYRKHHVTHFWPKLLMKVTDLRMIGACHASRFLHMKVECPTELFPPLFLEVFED
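Fluorescence polarization of 20 nM Texas Red SRC2 peptide with 0.6 uM human TRb ligand-binding domain, in Tris buffer with 1uM T3 and 5% DMSO. Incubated 5 hr ambient; normalized to unbound and bound controls.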
GLA spleen mod: qHTS Assay for Inhibitors and Activators of Human alpha-Galactosidase From Spleen Homogenate. Potency, µM (series often up to 80 µM), without a hit: at the highest dose activity change, negative = inhibition, actives largely listed as inhibitors. human spleen homogenate, 4MU-alpha-Gal fluorescence, 40 min. 0.008% of 240,000 active;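 further: 0% = enzyme with vehicle and -100% = no enzyme basal signal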
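Inhibition or activation of alpha-galactosidase in human spleen homogenate is scored by 4-MU fluorescence after 40 min at 37C, pH 5.0, with 1 mM substrate. AC50s come from concentration-response fitted to the Hill equation.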
Active calls of the source: *; ? = inconclusive; . = no result given; & = joins results of further samples; [ ] = dose if it differs, or a comment. Unless noted, the call rests on the fitted dose curve; in most records, active means well fitted curve in the direction sought with a large enough effect; inconclusive means small, poorly fitted or top-dose-only effect, or another doubt; inactive means no such curve, though single readings can be large; an effect the other way counts as inactive or inconclusive. Unless noted, on the % scale 0 is the no-effect control and ±100 the full control effect; potency means the concentration at half of the fitted maximal effect. An unsorted share of the library; 8.5% or so of the library scored in one or more.

SMILES	Tau fibril ThT	Tau FP inhib	L3MBTL1 block	Tau fluor counter	TexasRed fluor	ALDH1A1 inh	TRb SRC2 PPI	GLA spleen mod
Cc1ccccc1-n1nnc2c(=O)oc3ccccc3c21	5%	-2%	-13%	8%	0%	-8%	-11%	-11%
COc1ccccc1CNC(=O)CCCn1c(=O)c2ccccc2n(CC(=O)Nc2ccc(C)cc2Cl)c1=O	8%	-11%	.	4%	9%	.	-3%	.
CCNC(=O)C(CC(C)C)NC(=O)C(CO)NC(=O)C1CCC(=O)N1 (stereo unspecified)	.	-3%	.	3%	0%	.	-6%	-12%
CN(CCOC(=O)c1ccc2c(c1)OCO2)C(C)(C)C	-3%	7%	13%	2%	3%	14%	-3%	1%
N#Cc1nc(N2CCCCC2)nc(N2CCOCC2)n1	-9%	6%	0%	1%	-3%	?	-2%	-1%
CCOC(=O)c1c(C)[nH]c(C)c1C(=O)COc1ncnc2cc([N+](=O)[O-])ccc12	?	2%	-17%	-17%	-3%	2%	-6%	0%
C/C(=C\CNc1ncnc2c1ncn2[C@@H]1O[C@H](CO)[C@@H](O)[C@H]1O)CO	-2%	-1%	.	4%	1%	-9%	-10%	-7%
O=C(NC1CCCc2ccccc21)c1ccc2c(c1)sc1nc(-c3ccc(F)cc3)cn12 (stereo unspecified)	-6%	2%	.	-4%	-3%	.	-5%	.
O=C(CSc1nc2ccccc2c(=O)n1-c1ccccc1Cl)Nc1cccc(S(=O)(=O)N2CCOCC2)c1	-1%	-14%	-2%	-29%	-1%	-20%	2%	3%
CCOC(=O)C1=C(N)c2ccccc2CC1C(C)C (stereo unspecified)	-9%	-2%	.	-19%	2%	2%	3%	-3%
Cc1cccc(-c2c3c(=O)n(C)c(=O)n(C)c3c3c(C)nc4ccccc4n23)c1	?	2%	.	-10%	-75%[1.83 µM]	.	-19%[1.83 µM]	.
CCCCCCOc1ccc(N2C(=O)CC(N3CCN(CCN=CC4=C(O)CC(C)(C)CC4=O)CC3)C2=O)cc1 (stereo unspecified)	-13%	-3%	9%	-2%	0%	?	-7%	-30%
CC(C)Oc1ccc(C(=O)Nc2ccc(-c3nc4ccccc4s3)cc2)cc1	-3%	-2%	.	0%	1%	.	-8%	.
CCOCCCNC1=C(Cl)C(=O)c2ccccc2C1=O	16µM*	?	?	?	-2%	.	2%	-6%
Cc1cccc(-c2c3c(=O)n(C)c(=O)n(C)c3cn2CC2CCCO2)c1 (stereo unspecified)	-10%	-5%	-1%	-1%	2%	20µM*	2%	-4%
CC1(C)C(=O)Nc2ccccc2N1C(=O)COc1ncnc2ccccc12	1%	6%	-8%	-1%	-5%	?	-2%	7%
COc1ccc(C(=O)c2cn(Cc3ccccc3F)c3cc4c(cc3c2=O)OCO4)cc1	-12%	-2%	.	-15%	-24%	.	0%	.
CCOCCCNC(=O)c1ccc(OC(C)=O)cc1	-3%	2%	30%[activator][11.4 µM]	2%	1%	0%	-2%	-3%
O=C(Oc1ccc(N2C(=O)CCC2=O)cc1)c1ccccc1Cl	-6%	6%	-1%	-1%	-9%	-14%	2%	-17%
CCn1cc2nc(SCc3ccc(F)cc3)n(Cc3ccc(Cl)cc3)c(=O)c2n1	9%	-8%	.	-1%	-1%	.	3%	.
O=C(NC(=S)Nc1ccccc1N1CCN(C(=O)c2ccccc2)CC1)c1cccs1	-5%	-5%	-4%	-18%	-5%	.	-5%	-5%
CCN1CCN(Cc2ccc(NC(=O)c3ccc(C)c(NC(=O)C4=NN(c5ccccc5)C(=O)C4)c3)cc2C(F)(F)F)CC1	?	12%	.	?	1%	.	6%	-3%
CCn1c(COc2ccccc2)nnc1SCC(=O)Nc1ccc2c(c1)OCCO2	-14%	2%	.	-8%	-1%	-6%	2%	-12%
CCOc1ccc2nc(NC(=O)CSc3nc4c(c(=O)n(C)c(=O)n4C)n3CC)sc2c1	-10%	2%	4%	1%	4%	-1%	-1%	7%
O=c1c2ccc([N+](=O)[O-])cc2ncn1Cc1ccccc1C(F)(F)F	-14%	-1%	.	-8%	-2%	?	0%	-1%
Cc1cccc(NC(=O)CSc2nc3c(oc4ccccc43)c(=O)n2-c2ccc(F)cc2)c1	3%	-13%	.	-11%	-2%	.	-1%	.
Cc1cccc(NC(=O)COC(=O)Cc2c[nH]c3ccccc23)c1C	-8%	-1%	0%	-19%	4%	11%	-6%	4%
CC(C)c1ccc(-c2noc(SCC(=O)N(C)c3ccc(F)cc3)n2)cc1	?	3%	.	-18%	-4%	.	1%	.
Nc1c(C(=O)NCCN2CCOCC2)c2nc3ccccc3nc2n1-c1cccc(F)c1	-14%	3%	16%	-10%	-1%	?	1%	?
Cc1cc2oc(C(=O)N(Cc3ccco3)Cc3ccccc3Cl)c(C)c2cc1C	-11%	-10%	.	-11%	?	.	0%	.
CCOC(=O)C1CN(c2cc3c(cc2F)c(=O)c(C(=O)O)cn3CC)OC1C(=O)OCC (stereo unspecified)	-12%	-3%	11%	-21%	-3%	2%	1%	-5%
CCOC(=O)c1ccc(NC(=O)COc2ccccc2OC)cc1	?	-3%	-2%	-13%	-7%	-11%	4%	-22%
CCCNc1ncnc2onc(C)c12	11%&-6%	5%&-7%	4%	17%&-6%	1%&-22%	1%	-11%&4%	4%
Cc1ccc(S(=O)(=O)Nc2ccc(O)c3ncccc23)cc1	-14%	6%	.	-12%	-1%	1.3µM*	-3%	10%
S=c1[nH]nc(-c2ccco2)n1/N=C/C=C/c1ccco1	?	-5%	-1%	-1%	-3%	-8%	-9%	-25%
CC(=O)c1c(C)[nH]c(C(=O)OCC(=O)N2CC(=O)Nc3ccccc32)c1C	-3%	-6%	-2%	-7%	0%	5%	-7%	-8%
O=C(/C=C/c1ccccc1[N+](=O)[O-])NCCCn1ccnc1	4%	-4%	-2%	4%	-4%	0%	-1%	1%
NC1=NC2(CCCC2)n2c(nc3ccccc32)N1	1%	-2%	-2%	-3%	-5%	7%	-10%	1%
NC(=O)c1cccc2cc3ccccc3cc12	-4%	3%	22%	1%	0%	?	8%	26%
Cc1nn(C)c(C)c1Sc1ccc(Br)cc1	-19%	-3%	8%	-16%	-2%	4%	2%	0%
CC(C)Oc1ccc(C(=O)N2CCC(c3nc4ccccc4s3)CC2)cc1	?	-4%	.	-15%	4%	.	4%	.
Cc1cccc(OCCSc2nnc(-c3ccoc3C)n2C)c1	?	0%	3%	-10%	0%	-10%	10%	2%
O=C1OCCN1C(=O)[C@H]1[C@H](c2ccc(F)cc2)C(c2ccccc2)=NN1c1ccc(Br)cc1	-18%	-10%	47%[activator]	?	-1%	?	5%	?
CCOc1ccc(NS(=O)(=O)c2ccc(C)c(C(=O)NCCCn3ccnc3)c2)cc1	-6%	1%	-22%	-7%	2%	8%	-2%	-9%
Cc1ccc(-c2[nH]nc3c2C(c2ccsc2)C(C#N)=C(N)O3)cc1 (stereo unspecified)	-21%	4%	.	?	2%	1%	11%	1%
CCOc1ccccc1-c1nnc(SCC(=O)NC2CC3CCC2C3)n1CC (stereo unspecified)	-1%	-3%	-1%	3%	0%	6%	-1%	0%
CC(=O)c1cccc(NC(=O)c2oc3c(c2C)-c2nn(Cc4ccc(Cl)cc4)cc2CC3)c1	5%	?	.	-20%	?	.	-7%	.
CC(=O)Nc1ccc2c(COC(=O)[C@H](C)N3C(=O)C4CCCCC4C3=O)cc(=O)oc2c1 (stereo partly specified)	2%	-13%	-1%	-1%	-1%	.	-4%	?
COc1cccc(NCCC(=O)c2cccc([N+](=O)[O-])c2)c1	?	?	-26%	?	0%	0.22µM*	-3%	-6%
Cc1ccc(C2CC(c3ccccc3Cl)n3nc(N)nc3N2)cc1 (stereo unspecified)	-12%	1%	-5%	-6%	-3%	-15%	0%	6%
C=CCNc1sc(C(=O)C(C)(C)C)c(N)c1C#N	-4%	3%	-4%	-4%	-3%	?	-16%	-9%
COc1cc(C(=O)N/N=C/c2sc(N3CCOCC3)nc2-c2ccccc2)cc(OC)c1OC	-16%	10%	-9%	?	-3%	?	-11%	1%
CN(C)S(=O)(=O)c1ccc(NC(=O)CN2CCCc3ccccc32)cc1	-15%	7%	-9%	?	1%	18µM*	8%	6%
CCOc1cc(/C=C/c2ccc3cccc([N+](=O)[O-])c3n2)ccc1OCC(=O)N(C)C	7.1µM*	5%	-23%	-24%	-7%	?	-15%	-2%
Cc1ccc(OCc2nnc(SCC(=O)NCc3ccco3)n2C)cc1	1%	8%	-13%	-2%	-1%	3%	-4%	-5%
CCOc1ccc(S(=O)(=O)Nc2ccc3c(c2)CCCN3S(=O)(=O)c2ccc(C)cc2)cc1	8%	-11%	.	?	0%	.	4%	.
O=C(NNC(=O)c1cc2cc3ccccc3nc2s1)c1cccc(Cl)c1	?	5%	-8%	1%	-2%	-3%	8%	9%

By substructure: those above with bromine.
SMILES	Tau fibril ThT	Tau FP inhib	L3MBTL1 block	Tau fluor counter	TexasRed fluor	ALDH1A1 inh	TRb SRC2 PPI	GLA spleen mod
Cc1nn(C)c(C)c1Sc1ccc(Br)cc1	-19%	-3%	8%	-16%	-2%	4%	2%	0%
O=C1OCCN1C(=O)[C@H]1[C@H](c2ccc(F)cc2)C(c2ccccc2)=NN1c1ccc(Br)cc1	-18%	-10%	47%[activator]	?	-1%	?	5%	?
